Source: PubChem (National Center for Advancing Translational Sciences (NCATS))
KinaseGlo FLuc: counter-screen: inhibitors of Kinase-Glo firefly luciferase. Kinase-Glo luciferase, ATP luminescence, 8 min. Potency, µM (highest dose often 38.3 µM), without a hit: top-dose activity change, negative = inhibition, actives largely listed as inhibitors. 0.28% of 200,000 active; further: potency means the concentration at half of the fitted maximal effect; on the % scale 0 is the no-effect control and ±100 the full control effect; nearly all actives have a fitted effect of over 60% in size
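Compound is pinned into ATP-containing buffer (10 uM ATP, imidazole pH 7.2, 7 mM MgCl2). Kinase-Glo luciferase reagent is then added. Light output is recorded following an 8-min room-temperature incubation.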
CBFb-RUNX1 inh: CBF-beta/RUNX1 interaction disruption; Q01196+Q13951; AlphaScreen CBFb-His/RUNX1-biotin binding, biochemical; Potency, µM (titrated, usually from 59.8 µM), for the others: at the highest dose activity, negative = inhibition, actives largely listed as inhibitors; 230,000 tested, under 10 active; AID 1477; further: % of control where 0% means no effect
Target sequence (Q01196 whole entry, looked up): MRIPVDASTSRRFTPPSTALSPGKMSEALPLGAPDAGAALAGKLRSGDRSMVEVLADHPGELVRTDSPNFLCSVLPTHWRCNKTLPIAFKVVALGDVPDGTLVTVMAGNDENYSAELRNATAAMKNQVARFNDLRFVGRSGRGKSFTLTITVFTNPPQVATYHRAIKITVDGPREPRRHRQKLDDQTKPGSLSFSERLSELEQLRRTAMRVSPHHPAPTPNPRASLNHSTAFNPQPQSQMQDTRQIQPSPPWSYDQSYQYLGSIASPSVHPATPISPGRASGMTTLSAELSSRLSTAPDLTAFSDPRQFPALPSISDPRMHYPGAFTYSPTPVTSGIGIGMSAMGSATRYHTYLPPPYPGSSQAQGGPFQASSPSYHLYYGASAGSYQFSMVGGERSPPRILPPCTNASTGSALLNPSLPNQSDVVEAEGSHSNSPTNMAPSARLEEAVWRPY
Target sequence (Q13951 whole entry, looked up): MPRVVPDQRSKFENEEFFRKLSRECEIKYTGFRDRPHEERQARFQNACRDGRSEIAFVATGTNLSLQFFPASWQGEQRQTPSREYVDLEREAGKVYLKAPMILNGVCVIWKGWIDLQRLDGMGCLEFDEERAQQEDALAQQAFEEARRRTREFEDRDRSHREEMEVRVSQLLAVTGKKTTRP
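Room-temperature protein-protein interaction test with 30 nM each of His-tagged CBF-beta and biotinylated RUNX1, 15 min with compound, then 90 min with nickel plus streptavidin beads. Signal read in AlphaScreen mode.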
NPSR antagonist: blocks cAMP signaling of the human neuropeptide S receptor; 1% of 220,000 active; Potency, µM (highest dose often 38.3 µM), for the others: at the highest dose activity change, negative = inhibition, hits mostly inhibitors; AID 1461; Q6W5P4; CHO-NPSR cells, cAMP TR-FRET, antagonist mode; further: potency means the concentration at half of the fitted maximal effect; on the % scale 0 is the no-effect control and ±100 the full control effect; nearly all actives have a fitted effect of over 50% in size; many of its hits are not listed in these tables
Target sequence (Q6W5P4 whole entry, looked up): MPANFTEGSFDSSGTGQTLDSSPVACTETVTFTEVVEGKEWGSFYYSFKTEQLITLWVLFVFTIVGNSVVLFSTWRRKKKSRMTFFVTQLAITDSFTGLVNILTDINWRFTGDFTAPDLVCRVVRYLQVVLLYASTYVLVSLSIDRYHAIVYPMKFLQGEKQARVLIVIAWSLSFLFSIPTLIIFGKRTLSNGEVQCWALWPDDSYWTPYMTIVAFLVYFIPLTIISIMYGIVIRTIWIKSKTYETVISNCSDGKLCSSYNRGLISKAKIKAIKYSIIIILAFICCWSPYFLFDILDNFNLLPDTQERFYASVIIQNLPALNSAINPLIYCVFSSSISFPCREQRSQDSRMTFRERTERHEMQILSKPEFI
Epigenetic reg: derepresses silenced GFP reporter in murine cells. murine LDR cells, GFP reporter derepression, 30 h. Potency, µM (titrated, usually from 53.9 µM), inactives show at the highest dose GFP activation, hits mostly activators. 0.2% of 280,000 active. AID 1865; further: potency means the concentration at half of the fitted maximal effect; % of control where 0% means no effect; nearly all actives have a fitted effect of over 60% in size
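Murine LDR cells carrying a silenced, genomically integrated CMV-driven GFP reporter were exposed to compound for 30 hours at 37 C. After PBS washes, GFP-positive cells (20–120 um objects) were counted by laser-scanning microplate cytometry.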
IMPase Li cell: IMPase inhibition in cells with lithium potentiation; CHO-M1 cells, IP1 TR-FRET (IP-One), carbachol + lithium; Potency, µM (highest dose often 59.4 µM), for inactives: at the top dose activity, negative = IMPase inhibition, actives largely listed as inhibitors; 0.35% of 210,000 active;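 further: IP1 builds up when IMPase is blocked and the TR-FRET signal falls; potency means the concentration at half of the fitted maximal effect; plate controls were basal vehicle for no effect and high inhibitor control for full effect; nearly all actives have a fitted effect of over 50% in size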
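Concentration–response in CHO-M1 cells, lithium-potentiated; 30 min at 37C. IP1 detected by competitive TR-FRET after 10 min lysis at RT. Hill-fitted AC50.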
Lamin A splicing: modulators of lamin A splicing; HeLa LMNA splicing GFP/RFP minigene ratio, 48 h; AID 1487; Potency, µM (top dose mostly 46.1 µM), for the others: top-dose ratio change, negative = inhibition, actives largely listed as inhibitors; 0.01% of 200,000 active; active means well fitted inhibition curve with a large enough effect in the signal ratio, with a control signal flat, not every such curve was filed as active; inconclusive means small, poorly fitted or top-dose-only effect, or effect the other way, or a change in a side signal; the % refers to the signal ratio; further: potency means the concentration at half of the fitted maximal effect; on the % scale 0 is the no-effect control and ±100 the full control effect
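Read-out is the ratio of GFP to DsRed2 object intensity, acquired by 488 nm laser-scanning cytometry on HeLa lamin A-EGFP minigene reporter cells. Compound incubation 48 hrs at 37 °C in Opti-MEM with 2% FBS; DMSO 0.5% final.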
GLA spleen mod: inhibits or activates alpha-galactosidase in human spleen homogenate; Potency, µM (series often up to 80 µM), for inactives: at the top dose activity change, negative = inhibition, most hits filed as inhibitors; P06280; human spleen homogenate, 4MU-alpha-Gal fluorescence, 40 min; 0.008% of 240,000 active;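 further: potency means the concentration at half of the fitted maximal effect; 0% = enzyme with vehicle and -100% = no enzyme basal signal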
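Inhibition or activation of alpha-galactosidase in human spleen homogenate is scored by 4-MU fluorescence after 40 min at 37C, pH 5.0, with 1 mM substrate. AC50s come from concentration-response fitted to the Hill equation.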
* hit, by the source's call; ? = inconclusive; . = no result given; & = joins results of further samples; [ ] = remark or other dose. Unless noted, the call rests on the fitted dose curve; in most records, active means well fitted curve in the direction sought with a large enough effect; inconclusive means small, poorly fitted or top-dose-only effect, or another doubt; inactive means no such curve, though single readings can be large; an effect the other way counts as inactive or inconclusive. Not all compounds are listed. The share of hits here may be higher or lower than overall.

SMILES	KinaseGlo FLuc	CBFb-RUNX1 inh	NPSR antagonist	Epigenetic reg	IMPase Li cell	Lamin A splicing	GLA spleen mod
COC(=O)C1CCN(c2cc(=O)n(Cc3ccc(F)cc3)c(=O)[nH]2)CC1	3%	5%	4%	-1.0%	7%	3%	8%
O=C(CCC(=O)OCC(F)(F)C(F)F)Nc1ccc(F)cc1F	3%	4%	14%	-1.9%	-5%	-6%	4%
CC(C)(C)OC(=O)N1CCC(c2c(C(=O)O)cnn2-c2ccccc2)CC1	4%	2%	-10%[46.1 µM]	-0.9%	-7%	0%	-2%
O=[N+]([O-])c1ccc(NCc2ccccc2)nc1	1%	-12%	9%	-3.2%	2%	-12%	1%
COc1ccc(OC)c(NC(=O)C2CC(=O)N(c3ccccc3)C2)c1 (centres undefined)	14%	-1%	-20%[7.67 µM]	3.9%	-1%[38.3 µM]	5%	-3%
CC(c1ccccc1)n1c(S(=O)(=O)O)nc2ccccc21 (centres undefined)	.	4%	-11%	0.2%	.	.	-2%
C=C(CO)C1Cc2cc(C(C)=O)ccc2O1 (centres undefined)	.	-13%	20%	0.0%	.	.	2%
COc1cc(C(=O)NCCc2ccc(F)cc2)c([N+](=O)[O-])cc1OC	2%	4%	14%	0.0%	-2%	7%	1%
Cc1nn(C)c(C)c1CS(=O)(=O)c1ccccc1	2%	3%	21%	2.9%	-9%	.	-2%
Cn1c(Oc2ccccc2NCc2cccc(Br)c2)cc(=O)n(C)c1=O	-6%	1%	-27%[46.1 µM]	0.0%	?	20%	8%
COC(=O)C(C(=O)OC)C(C(C)C)C(C(=O)OC)C(=O)OC	0%	4%	7%	0.0%	7%	-7%	0%
COCCNC(=O)C(=O)NCC1OCCCN1S(=O)(=O)c1cccs1 (centres undefined)	-3%	3%	20%	-0.5%	-5%	-15%	-15%
Cc1ccc(NC(=O)c2cccs2)cc1NC(=O)c1ccco1	-3%	1%	-13%[46.1 µM]	-1.0%	35%[38.3 µM]	-6%	13%
CCOC(=O)c1ccc2c(c1)nc(SC/C(O)=C(\C#N)c1nc3ccccc3[nH]1)n2CC	2%	-3%	?	-0.7%	-6%[38.3 µM]	-3%	-1%
COc1ccc(NC(=O)CSc2ncnc3c2sc2ccccc23)c(OC)c1	3%	0%	17%	2.0%	-2%	-1%	-9%
CC1=NN(c2ccc(Cl)c(C(=O)O)c2)C(=O)/C1=C\c1ccc(-c2ccc(C(=O)O)cc2)o1	-10%	-13%	-9%	4.1%	3%	22%[46 µM]	-4%
NC(=O)c1ccc(Cc2ncc(C(F)(F)F)cc2Cl)s1	3%	7%	7%[46.1 µM]	-1.3%	56%[activator][38.3 µM]	9%	-2%
Cn1nnnc1SCC1=C(C(=O)O)N2C(=O)C(NC(=O)C3CC3c3ccccc3)C2SC1 (centres undefined)	1%	?	9%	3.1%	-2%	-6%[46 µM]	-2%
O=C(COC(=O)c1c(Cl)cccc1Cl)Nc1cc(Cl)ccc1Oc1ccccc1	0%	-7%	?	0.0%	15%	?	1%
Cc1cc(C)cc(C(=O)NC(=S)Nc2ccc3[nH]c(=O)[nH]c3c2)c1	2%	2%	8%	0.0%	-9%	13%	4%
CCCCN(CC)CCCNC(=O)c1cc2c(=O)n(C)c3ccccc3c2n1C	1%	-10%	8%[46.1 µM]	-1.0%	28%	-18%	-6%
COc1ccc2c(c1)SCCC2=O	16%	6%	-3%[46.1 µM]	-0.5%	13%[38.3 µM]	3%	5%
O=C1c2ccccc2-c2cccc(C(=O)N3CCN(C(=O)c4ccccc4)CC3)c21	0%	-4%	-8%	2.1%	14%	?	0%
COc1ccc(/C=N/n2c(C)nc3sc(C)c(C)c3c2=O)cc1	.	-4%	-22%	0.5%	.	.	2%
Cc1ccc(NC(=O)c2cc(S(=O)(=O)N3CCCCC3)cs2)cc1	-3%	-3%	-18%[46.1 µM]	-0.8%	21%[38.3 µM]	?	-2%

Ordered by value in Epigenetic reg (highest first): 3 from the list above.
| mol | CBFb-RUNX1 inh | NPSR antagonist | Epigenetic reg | IMPase Li cell | Lamin A splicing | GLA spleen mod |
| --- | --- | --- | --- | --- | --- | --- |
| CC(c1ccccc1)n1c(S(=O)(=O)O)nc2ccccc21 (centres undefined) | 4% | -11% | 0.2% | . | . | -2% |
| COc1ccc2c(c1)SCCC2=O | 6% | -3%[46.1 µM] | -0.5% | 13%[38.3 µM] | 3% | 5% |
| CCCCN(CC)CCCNC(=O)c1cc2c(=O)n(C)c3ccccc3c2n1C | -10% | 8%[46.1 µM] | -1.0% | 28% | -18% | -6% |

Of the compounds above, 2 contain a nitro group on carbon:
SMILES	KinaseGlo FLuc	CBFb-RUNX1 inh	NPSR antagonist	Epigenetic reg	IMPase Li cell	Lamin A splicing	GLA spleen mod
O=[N+]([O-])c1ccc(NCc2ccccc2)nc1	1%	-12%	9%	-3.2%	2%	-12%	1%
COc1cc(C(=O)NCCc2ccc(F)cc2)c([N+](=O)[O-])cc1OC	2%	4%	14%	0.0%	-2%	7%	1%

Additional compounds follow.
SMILES	KinaseGlo FLuc	CBFb-RUNX1 inh	NPSR antagonist	Epigenetic reg	IMPase Li cell	Lamin A splicing	GLA spleen mod
O=c1[nH]cnc2ccccc12	-1%[39.9 µM]	-5%&6%&6%	-4%	-1.4%&1.6%&0.2%	-8%&-6%&-5%	-6%	-1%&-4%&5%
COc1ccccc1OCC(=O)Nc1cccc(-c2nc3ccccc3o2)c1	-3%	-1%	-22%[46.1 µM]	1.1%	24%[38.3 µM]	-1%	5%
CCN(CC)S(=O)(=O)c1ccc(N2CCCC2)c(NS(=O)(=O)c2ccc([N+](=O)[O-])cc2)c1	.	-1%	-9%[46.1 µM]	0.0%	.	-10%	-1%
O=C(NCc1nnc(SCC(=O)N2CCCC2)o1)c1ccco1	12%	4%	11%	-1.5%	4%	22%[9.22 µM]	-3%
CCOCCCNC(=O)c1c[nH]c2ccc(OCC)cc2c1=O	.	8%	-9%	-1.8%	.	.	-4%
O=C(COC(=O)c1ccc(S(=O)(=O)NCc2ccco2)cc1)c1ccccc1	2%	-13%	-11%[46.1 µM]	2.3%	2%	-9%	-5%
COc1cc(S(=O)(=O)N(Cc2cccnc2)Cc2cccc(OC)c2OC)ccc1-n1cnnn1	.	9%	-12%	-4.3%	.	.	-4%
O=C(CN1C(=O)c2cccc([N+](=O)[O-])c2C1=O)N1CCN(c2ccc(F)cc2)CC1	-1%	7%	-21%	1.8%	10%	.	2%
COP(=O)(CN(Cc1ccccc1)C(=S)Nc1c(C)cccc1C)OC	0%	11%	5%	1.1%	-6%	-10%[9.22 µM]	-5%
CCOC(=O)N1CCN(c2c(N3CCN(c4ccc(F)cc4)CC3)c(=O)c2=O)CC1	.	4%	-4%	0.0%	.	.	4%
CC1CCc2cc(F)ccc2N1C(=O)CCl (centres undefined)	0%	-8%	7%	6.5%	3%	-14%[46 µM]	-2%
Cc1n[nH]c(C)c1CCC(=O)N/N=C/c1cccc([N+](=O)[O-])c1	2%	3%	3%	-2.9%	13%	2%[46 µM]	-5%
Cc1cnc(C(=O)OCC(=O)Nc2ccc(Cl)cc2Cl)cn1	1%	-6%	-2%[46.1 µM]	-0.8%	3%	0%	3%
CC(=O)c1cccc(NC(=O)NC2CCCCC2)c1	12%	-3%	-7%[46.1 µM]	0.1%	7%[38.3 µM]	4%	-6%
CCC(C)Sc1nc(O)c(Cc2ccccc2)c(=O)[nH]1 (centres undefined)	-2%	5%	2%[46.1 µM]	-2.1%	17%[38.3 µM]	9%	2%
S=C(NCC1CCCO1)N1CCN(c2nc(-c3ccccc3)cs2)CC1 (centres undefined)	-7%	-2%	26%	0.4%	15%	?	-1%
Cc1onc(-c2ccccc2)c1C(=O)Oc1ccccc1	.	17%	11%	-1.0%	.	.	12%
CCOc1cccc(C(=O)Nc2cc(-c3nn4c(C)nnc4s3)ccc2C)c1	1%	0%	12%	-1.0%	6%	-2%	-3%
Cc1cc(-n2c(C)cc(C(=O)COC(=O)CN=C3NS(=O)(=O)c4ccccc43)c2C)no1	-3%	-1%	-10%[46.1 µM]	-13%	12%[38.3 µM]	-10%	-6%
CCOC(=O)c1cc(C(=O)Nc2ccccc2F)nn1C	-11%	6%	-12%[46.1 µM]	-0.3%	9%[38.3 µM]	1%	-21%
CNc1nc(-c2ccccc2)cc(C)c1S(C)(=O)=O	-2%	?	5%	-2.3%	0%	-25%[46 µM]	?
COc1ccc(NC(=O)CCNS(=O)(=O)c2cccc3nsnc23)cc1	2%	9%	11%	-1.9%&-1.1%	10%	?	5%
Cc1ncc(CN2CCN(Cc3ccc(F)cc3)C(CCO)C2)s1 (centres undefined)	-3%	3%	-6%	1.0%	6%	6%[46 µM]	15%
Cc1ccc(S(=O)(=O)N2CC3CCCN3c3ccc(C(F)(F)F)cc32)cc1 (centres undefined)	0%	4%	-30%[46.1 µM]	0.9%	14%[38.3 µM]	9%	3%
CC(=O)Nc1cccc(NC(=O)CSc2nn3c(=O)c(C)nnc3s2)c1	.	-1%	18%	0.0%	.	.	4%
CCCCn1c(=O)c(C(C)=O)c(O)c2ccccc21	7%	12%	-1%	0.3%	-5%	.	1%
Cc1ccc2c(c1)N(CCCC(=O)NCc1ccc3c(c1)OCO3)C(=O)CO2	-1%	1%[2.36 µM]	7%	5.5%	-2%	2%	-2%
CC1(C)OC2OC(COC(=O)c3ccc([N+](=O)[O-])cc3)C3OC(C)(C)OC3C2O1 (centres undefined)	-5%	-1%	13%	0.0%	1%	-11%	0%
Cc1cccc(N2CCN(C(=O)c3cc(C)oc3C)CC2C)c1 (centres undefined)	4%	-3%	-1%	0.0%	16%	?	-2%
O=C1N=C(N2CCN(c3ccccc3)CC2)S/C1=C/c1cccs1	-2%	-7%	-9%	-1.0%	8%	-20%	-1%

Part of the list above, bar-delimited.
SMILES | KinaseGlo FLuc | CBFb-RUNX1 inh | NPSR antagonist | Epigenetic reg | IMPase Li cell | Lamin A splicing | GLA spleen mod
CCCCn1c(=O)c(C(C)=O)c(O)c2ccccc21 | 7% | 12% | -1% | 0.3% | -5% | . | 1%
COc1ccccc1OCC(=O)Nc1cccc(-c2nc3ccccc3o2)c1 | -3% | -1% | -22%[46.1 µM] | 1.1% | 24%[38.3 µM] | -1% | 5%
CCOC(=O)N1CCN(c2c(N3CCN(c4ccc(F)cc4)CC3)c(=O)c2=O)CC1 | . | 4% | -4% | 0.0% | . | . | 4%

Quoted from the listing.
For Epigenetic reg, `Cc1ncc(CN2CCN(Cc3ccc(F)cc3)C(CCO)C2)s1` (centres undefined) has 1.0%
For Epigenetic reg, `COc1ccccc1OCC(=O)Nc1cccc(-c2nc3ccccc3o2)c1` has 1.1%
For CBFb-RUNX1 inh, `COc1ccc(NC(=O)CCNS(=O)(=O)c2cccc3nsnc23)cc1` has 9%
